GPR55 antagonists = GPR55 antagonists blocking LPI-driven arrestin recruitment, primary screen, imaging, U2OS, beta-arrestin-GFP, LPI agonist (AID 2013) | G-protein coupled receptor 55 (Homo sapiens) | U2OS GPR55 beta-arrestin-GFP translocation imaging, LPI antagonism; higher % means a stronger effect | inhibition, % at 10 µM; hits with a dose series show IC50 in µM | actives 0.13% (n = 290,000);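 active = spots per cell inhibited over 60%, with over 100 cells counted and total cytoplasm intensity under 500,000; inconclusive = wells with under 100 cells, flagged as likely toxic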;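 note: U2OS cells stably carrying GPR55 and arrestin-GFP stimulated by 5 µM LPI near EC80; imaged beta-arrestin-GFP aggregate spots per cell after agonist stimulation; plate controls were LPI-stimulated DMSO wells for no effect and DMSO wells without LPI for full effect; some results filed as inactive read as strong as hits; confirmed hits need IC50 under 10 µM and bright autofluorescent wells are also inconclusive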
KOR beta-arrestin-1 = KOR antagonists, beta-arrestin recruitment, cell-based, luminescence, uHTS (AID 1778). Kappa-type opioid receptor (Homo sapiens). KOR beta-arrestin recruitment, luminescence, antagonist mode; higher % means a stronger effect. inhibition, % at 10 µM; hits with a dose series show IC50 in µM. actives 0.091% (n = 290,000); in the data active = inhibition above about 50%; note: strong numbers were not always called active
HIV fusion peptide = inhibitors of HIV fusion peptide binding, primary screen, biochemical, uHTS, fluorescence dequenching (AID 1986). one-dose inhibition, % at 20 µM; IC50 in µM for titrated hits. actives 0.3% (n = 290,000). cell-free peptide binding, fluorescence dequenching, 30 min; higher % means a stronger effect; in the data active = inhibition mostly above about 52%, no sharp cut-off; inactive = mostly below about 76%; note: some results filed as inactive read as strong as hits
KOR beta-arrestin-2 = KOR agonists, beta-arrestin recruitment, primary screen, cell-based, luminescence, uHTS (AID 1777); Kappa-type opioid receptor (Homo sapiens); KOR beta-arrestin recruitment, luminescence; higher % means a stronger effect; activation, % at 10 µM; hits with a dose series show EC50 in µM; actives 0.02% (n = 280,000); in the data active = activation above about 50%, passing the limit was not always enough; note: a part of the inactive calls stands beside numbers as strong as those of hits
GPR55 beta-arrestin = GPR55 agonists via beta-arrestin recruitment, primary screen, imaging, U2OS cells, beta-arrestin-GFP redistribution (AID 1961); actives 0.048% (n = 290,000); activation, % at 10 µM; hits with a dose series show EC50 in µM; U2OS GPR55 beta-arrestin-GFP redistribution imaging; higher % means a stronger effect;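 active = activation above 40% with more than 50 cells counted in the well; inconclusive = wells holding fewer than 50 cells, flagged as toxic or sparse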;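 note: U2OS osteosarcoma cells stably expressing GPR55 and beta-arrestin-GFP; plate controls were DMSO negative control for no effect and LPI positive control for full effect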
GPR35 arrestin U2OS = GPR35 antagonists blocking zaprinast-driven arrestin recruitment, primary screen, imaging, U2OS, beta-arrestin-GFP, zaprinast agonist (AID 2058). one-dose inhibition, % at 10 µM; IC50 in µM for titrated hits. U2OS GPR35 beta-arrestin-GFP translocation imaging, zaprinast antagonism; higher % means a stronger effect. actives 0.052% (n = 290,000);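 active = inhibition of at least 50% with at least 30 cells and total cytoplasm GFP at most 10,000,000; inconclusive = under 30 cells or total GFP of 10,000,000 plus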
Siah-1 displacement = Siah-1 peptide-binding antagonists, primary screen, biochemical, fluorescence polarization, rhodamine-plectin, uHTS (AID 1817) | E3 ubiquitin-protein ligase SIAH1 (Homo sapiens) | Siah-1 / rhodamine-plectin peptide fluorescence polarization; higher % means a stronger effect | one-dose displacement, % at 20 µM; IC50 in µM for titrated hits | actives 0.02% (n = 290,000);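 active = displacement of at least 50% at 20 µM, with a fluorescence ratio check between 0.3 and a set limit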;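 note: plate controls were Siah plus tracer with DMSO for no effect and tracer alone without Siah for full effect; strong numbers were not always called active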
AID2073 = inhibitors of Mint1-CaV2.2 protein interaction, biochemical, HTRF (AID 2073). HTRF protein-protein interaction, Mint1-CaV2.2; higher % means a stronger effect. actives 0.19% (n = 290,000). inhibition, % at 20 µM, or IC50 in µM where a hit was titrated; in the data active = inhibition mostly above about 51%, no sharp cut-off; inconclusive = no clear call, values can overlap the other calls; inactive = mostly below about 53%; note: some results filed as inactive read as strong as hits
NOD1 inhibition = NOD1 signaling inhibitors, primary screen, cell-based, luminescence, uHTS (AID 1578) | NOD1-driven NF-kB luciferase reporter cells, luminescence; higher % means a stronger effect | inhibition, % at 4 µM, or EC50 in µM where a hit was titrated | actives 1% (n = 290,000); in the data active = inhibition mostly above about 36%, no sharp cut-off; inactive = mostly below about 34%;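 note: HEK-293T reporter cells stimulated with the NOD1 agonist gamma-tri-DAP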
Active calls of the source: *; ? = inconclusive; nt = not tested or not shown; [ ] = dose if it differs, or a comment. Only part of the results is shown, so the mix of outcomes need not match the whole.

SMILES | GPR55 antagonists | KOR beta-arrestin-1 | HIV fusion peptide | KOR beta-arrestin-2 | GPR55 beta-arrestin | GPR35 arrestin U2OS | Siah-1 displacement | AID2073 | NOD1 inhibition
COc1cnn(-c2ccccc2)c(=O)c1OC | -6% | 0% | 1.1% | 5.0% | -0.3% | -3% | 12% | -8% | -9%
COc1cc(S(=O)(=O)N2CCOCC2)ccc1NC(=O)CSc1nnc(N)s1 | 21% | 21% | -1.5% | -2.1% | -0.2% | 1% | 4% | -2% | 10%
Cc1ccnc(NC(=O)CCCc2ccccc2)c1 | 9% | nt | 1.6% | 0.4% | -0.2% | 16% | 1% | -6% | -41%
COc1cc(-c2csc(N3CCOCC3)n2)cc(OC)c1OC | -4% | -18% | 1.6% | -1.1% | 0.3% | -1% | -1% | -34% | -12%
CCOC(=O)C1=NN(c2ccccc2)C2(S1)SC(C(C)=O)=C(C)N2c1ccccc1 (configuration not stated) | 14% | -62% | -1.1% | -1.9% | -0.1% | -13% | 4% | -16% | 2%
CNC(=O)OCCSCCS(=O)(=O)c1ccc(Cl)cc1 | 11% | 21% | -1.1% | 2.0% | 0.1% | 10% | 13% | -3% | 0%
Cn1c(OCc2ccco2)nc2c1c(=O)n(Cc1ccc(Cl)c(Cl)c1)c(=O)n2C | 14% | -27% | 0.4% | -0.1% | -0.2% | -1% | 7% | -4% | -5%
Cc1cccc(-c2nc3c(c(SCC(=O)N4CCOCC4)n2)CCCC3)c1 | 8% | -18% | -0.8% | -3.8% | 0.4% | 6% | 3% | -10% | -21%
Cc1nnsc1C(=O)Nc1ccc(S(=O)(=O)N2CCCC(C)C2)cc1 (configuration not stated) | 5% | -37% | -0.5% | -4.6% | -0.1% | -2% | 1% | -10% | 12%
CCOc1ccc(OCC(=O)Nc2cc3c(cc2C(=O)O)OCCCO3)cc1 | 5% | 1% | 4.1% | -2.7% | 0.3% | -7% | -1% | -1% | -8%
O=C(NCc1ccccc1)C12CC3CC(CC(C3)C1)C2 | 17% | -11% | 0.2% | 0.2% | -0.2% | 29% | 0% | -9% | -30%
COc1cccc2c1OC1(C)CC2N(C(=O)c2ccco2)C(=S)N1c1ccc(F)cc1 (configuration not stated) | 28% | -1% | 3.5% | 1.6% | 0.0% | -2% | 2% | 6% | -20%
N/C(=N\OC(=O)/C=C/c1ccccc1)c1ccc(Cl)cc1 | 3% | -12% | -0.3% | -0.2% | -0.4% | -3% | -9% | -3% | 14%
COc1ccccc1NC(=O)CCCCCN1C(=O)c2cccc3cccc(c23)C1=O | 6% | -31%[20 µM] | -2.0% | 3.2% | -0.3% | 8% | -5% | 7% | 4%
Cc1ccc(OCC(=O)Nc2cc(C(C)(C)C)on2)cc1C | -15% | -20% | -0.4% | 2.9% | 0.2% | -4% | -2% | -13% | -51%
CCc1cc([N+](=O)[O-])cc(CC)c1N | -6% | -33% | 0.3% | -2.6% | -0.1% | 23% | 2% | -6% | 22%
COc1ccccc1CC(NC(C)=O)C(=O)NC1CCN(C(=O)Nc2ccc(F)cc2)CC1 (configuration not stated) | -5% | 30% | -0.8% | -1.2% | -0.2% | -5% | 13% | 4% | -3%
O=C(Cn1cc([N+](=O)[O-])cn1)Nc1ccn(Cc2c(F)c(F)c(F)c(F)c2F)n1 | -6% | -27% | 1.3% | 3.8% | -0.1% | 6% | 4% | -6% | -8%
CC(C)CNS(=O)(=O)c1ccc(S(=O)(=O)N2CCC3(CC2)OCCO3)cc1 | -3% | -15% | -1.2% | 0.1% | 1.3% | 25% | -6% | -2% | 13%
CCOCCCN1CN(Cc2ccco2)CNC1=S | -1% | 1% | -0.4% | -2.5% | 0.1% | 9% | -2% | -14% | -12%
COc1ccc(/C=C(/NC(=O)c2ccco2)C(=O)N2CCCCC2)cc1 | -19% | -11% | 0.6% | -5.9% | 0.3% | -12% | 14% | 1% | -46%
COc1cccc(-c2cc(C(=O)N3CC4(C)CC3CC(C)(C)C4)no2)c1 (configuration not stated) | 12% | 8% | 4.1% | -1.3% | -0.1% | -10% | 8% | -13% | -10%
c1ccc(CCCOCCC2CO2)cc1 (configuration not stated) | 10% | -20%[20 µM] | -0.3% | 0.7% | 0.8% | 4% | 1% | -5% | -20%
CCOc1ccc2c(c1)c(=O)c(S(=O)(=O)c1ccc(C)cc1)cn2CC | -15% | -12% | 0.3% | 1.6% | 2.5% | 3% | -6% | 4% | 7%
CN(CC(=O)Nc1ccccc1Br)C(=O)c1ccc(COc2ccccc2)cc1 | 9% | 15% | -1.9% | 2.7% | -0.1% | 7% | 1% | 8% | -32%
CCC(=O)NC(C)C(c1cccs1)N1CCN(Cc2ccccc2)CC1 (configuration not stated) | 2% | 9% | 2.1% | -1.9% | 0.3% | -1% | 9% | -2% | -18%
O=c1c2ccccc2c(-c2ccc(Cl)cc2)nn1-c1ccccc1 | 6% | 1% | -1.3% | 2.7% | -0.1% | 5% | 2% | 9% | -15%
CC(=O)Nc1ccc(/C=N/Nc2ccc(C(=O)c3c(C)cc4ccccn34)cc2[N+](=O)[O-])cc1 | 0% | -70% | -5.5% | 31% | 0.3% | 0% | -8% | 50% | -6%
[O-]/[N+](=C/c1ccco1)c1ccccc1 | 15% | -2% | 0.5% | -9.2% | -0.2% | -4% | 2% | 1% | -13%
CN(C)/C=N/c1sc2c(c1C#N)CC(C)(C)NC2(C)C | 3% | -34% | -0.2% | -3.2% | 0.3% | 13% | 2% | 0% | -10%
Cc1cc(Oc2ccccc2)nc(SCC(N)=O)n1 | 7% | 38% | -0.7% | -1.6% | 0.6% | -2% | 1% | -1% | -13%
COc1cccc(-n2cnc3scc(-c4cccs4)c3c2=O)c1 | -5% | -2% | -0.7% | 3.8% | 0.0% | -8% | 5% | -1% | 11%
CC1(C)CC(=O)C2=C(C1)Nc1ccccc1NC2 | 6% | 12% | 10% | -6.5% | -0.3% | -22% | 5% | 22% | -27%
O=C(NC1CC2CCC(C1)N2Cc1ccccc1)c1ccccc1Cl (configuration not stated) | 5% | -41%[20 µM] | 1.1% | 3.2% | -0.1% | -8% | 2% | -3% | -23%
CC(=O)c1cccc(N(C(=O)Cn2nnc3ccccc32)C(C(=O)NCc2ccccc2)c2ccccn2)c1 (configuration not stated) | 7% | -4% | -1.2% | 4.6% | -0.6% | -12% | 4% | 0% | -24%
O=C(Oc1cccc(O)c1)C1CCCCC1 | -9% | -7%[20 µM] | -1.8% | -5.4% | -0.1% | -5% | -2% | 7% | -18%
Cc1ccc(C=C2C(Cl)=C(Cl)C(Cl)=C2Cl)cc1 | 12% | 13% | 54%* | 5.1% | 0.0% | -6% | 47% | 2% | 1%
NS(=O)(=O)c1ccc(NC(=O)CSc2nc3c(c(=O)[nH]2)CCCC3)cc1 | -1% | -15% | 1.7% | -1.9% | 0.3% | 2% | 2% | 7% | -22%
Clc1cccc(Nc2ncnc3c2cnn3-c2ccccc2)c1 | -8% | -29% | 1.3% | 5.1% | 0.3% | -12% | -5% | 14% | 27%
CCc1c(C)nc2ncnn2c1NCc1cccs1 | 10% | -4% | 2.8% | -0.9% | 0.1% | -5% | -1% | 0% | 19%
CCn1nc(C)c(CNC(=O)c2cc(COc3cncc(Cl)c3)on2)c1C | 11% | 7% | 1.6% | -2.1% | 0.7% | -6% | 5% | 3% | 2%
COc1cc(/C=C2\SC(=S)N(N3CCOCC3)C2=O)cc(OC)c1OC | 5% | -4% | 0.8% | -1.4% | 0.2% | -12% | -2% | ? | 3%
COc1ccc(OC)c(NC(=O)CN2CCC(NC(=O)c3ccccc3C)CC2)c1 | -5% | -1% | -1.1% | -1.8% | -0.2% | 7% | -3% | 8% | -6%
CC(C)N(C(=O)CSc1nnc(NC(=O)Cc2cccs2)s1)C(C)C | 17% | -16% | -0.6% | 2.4% | 0.0% | -8% | -5% | 15% | 6%
CCOC(=O)C1CCN(C(=O)CCn2c(=O)[nH]c3ccsc3c2=O)CC1 | 16% | -11% | -0.5% | -0.5% | -0.1% | 15% | 5% | -5% | 1%
O=C(COC(=O)c1ccc(S(=O)(=O)NCc2ccco2)cc1)Nc1ccc(Cl)cn1 | 0% | -6%[20 µM] | 12% | -6.3% | 0.2% | -10% | 19% | 36% | -17%
Cc1ccc(S(=O)(=O)Nc2ccc3c(c2)OCCO3)cc1 | -3% | 21% | -0.5% | -5.5% | -0.3% | 0% | -3% | 6% | 7%
Cc1cc2c(NC(=O)Nc3ccc(F)cc3)cccc2nn1 | -8% | 15% | 1.8% | -3.3% | -0.2% | 1% | -1% | 11% | 9%
O=C(O)c1ccc(Cl)c(S(=O)(=O)Nc2ccccc2N2CCOCC2)c1 | 6% | 14% | -1.2% | -8.6% | 0.1% | 16% | -2% | -1% | -12%
COc1cc(CCC(=O)N2CCN(c3ccccc3)CC2)cc(OC)c1OC | 4% | -15% | -0.4% | -5.4% | 0.1% | 6% | 5% | 19% | -34%
O=C(COC(=O)c1ccccc1O)NCCC1=CCCCC1 | 0% | -36% | -1.2% | -1.9% | -0.4% | -6% | -2% | -8% | -52%
CCOc1ccccc1CN1CCC(CO)(CCOc2ccccc2)CC1 | 8% | -47%[20 µM] | 1.1% | nt | 0.1% | -8% | -7% | -2% | 17%
FC(F)(F)c1ccc(N/N=C/c2cccnc2)nc1 | 0% | -6% | -2.3% | -4.2% | 0.2% | 1% | 3% | -3% | -43%
Cc1nc(SCc2ccc(F)cc2)c([N+](=O)[O-])[nH]1 | 1% | -8% | 1.7% | 10% | -0.3% | 1% | 1% | 0% | -32%
OCCC1CN(Cc2cccc3nonc23)CCN1Cc1ccsc1 (configuration not stated) | 6% | -2% | 1.6% | 2.2% | -0.2% | 5% | 3% | 7% | -8%
COc1ccc(C)cc1N(C)C(=O)c1coc(=O)c2ccccc12 | -3% | -28% | -0.4% | 2.8% | -0.1% | 13% | -2% | 2% | -3%
CCOC(=O)C1(CCCc2ccccc2)CCN(C(=O)C2CCCN(C(N)=O)C2)CC1 (configuration not stated) | 14% | 11% | -0.9% | -2.0% | 0.2% | -3% | -2% | 0% | -24%
CS(=O)(=O)N1CCC(C(=O)N2CCN(C(c3ccccc3)c3ccccc3)CC2)CC1 | 3% | -57%[20 µM] | -2.6% | -1.6% | -0.1% | -6% | -4% | -6% | 18%

Source: PubChem BioAssay (Sanford-Burnham Center for Chemical Genomics)
